Assay outcomes deposited in PubChem by several laboratories.
MT stabilizer: microtubule stabilizers in HeLa cells, primary screen, imaging, high-content imaging. HeLa tubulin immunostaining HCS, 24 h; share of cells brighter than vehicle mean+2SD. % tubulin-high responders, % at 10 µM. 0.83% of 200,000 active. AID 2205, 2009;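 active = plate Z-score above 3 for both tubulin-high and condensed-nucleus cell shares, with cell loss under 80%, at 10 µM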;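 note: anti alpha tubulin signal scored within the nucleus-defined area of each cell; some results filed as inactive read as strong as hits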
human PMI inhibitors: human PMI inhibitors, high substrate, primary screen, biochemical, fluorescence intensity, high mannose 6-phosphate (AID 1220). Mannose-6-phosphate isomerase (Homo sapiens). recombinant PMI enzyme, coupled fluorescence intensity; higher % means a stronger effect. inhibition, % at 20 µM; hits with a dose series show IC50 in µM. 0.66% of 190,000 active
TNAP activation fold: human TNAP enzyme activators, primary screen, biochemical, luminescent, no phosphate acceptor, uHTS (AID 1001); Alkaline phosphatase, tissue-nonspecific isozyme (Homo sapiens); purified TNAP, luminescent activation assay, no phosphate acceptor; higher activation fold means a stronger effect; one-dose activation fold at 20 µM; EC50 in µM for titrated hits; 0.03% of 200,000 active; in the data active = activation fold from about 3, or a potency from the dose series; inactive = the rest, 99 in 100 with activation fold below about 1.6; note: many of its hits are not listed in these tables
b-catenin transl: modulators of beta-catenin nuclear translocation, primary screen, imaging, HeLa cells, immunofluorescence, high-content; nuclear translocation activity, % at 5 µM; 0.3% of 190,000 active;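 active = nuclear translocation activity above 50% at 5 µM, with a well cell count of 50 or more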;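 note: per-cell ratio of nuclear to cytoplasmic median beta-catenin stain intensity; plate controls were DMSO negative control for no effect and GSK-3 inhibitor IX positive control for full effect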
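Technique: fluorescence imaging of beta-catenin antibody stain plus DAPI / Material: human HeLa cell line / Incubation: compound treatment 24 h, 37°C, 5% CO2 / Read-out basis: % activation of per-cell nuclear versus cytoplasmic median beta-catenin signal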
T cell HTS: modulators of CD8 T cell-vesicle binding, primary screen, mouse 2C CD8+ T cells, flow cytometry | 2C CD8+ T cell-vesicle binding; stronger effect = lower value | calls only at 7 µM | 0.068% of 330,000 active | AID 2052, 2009;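 active = response, share of CD8 T cells binding vesicles, and their 90th percentile fluorescence all below set limits, cut at about 80% in these data, passing the limit was not always enough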
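Material: 2C TCR transgenic mouse naive CD8+ T cells, MACS-purified. Also added: QL9-charged Drosophila Ld/ICAM-1/B7-1 vesicles. Timing: binding 1.5 h at 37 °C. Measured by: high-throughput flow cytometry with anti-B7-1 and anti-CD8 staining. Read-out: percent CD8+ FL2 mean versus row control. Controls: Unloaded micro-vesicles (low), QL9 vesicles with 0.7% DMSO (high).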
Autophagy mod: autophagy modulators in MEF cells, primary screen, imaging, high-content, MEF GFP-LC3. 0.98% of 190,000 active. MEF GFP-LC3 puncta imaging; test concentration mostly 10 µM. AID 463193, 2010. calls only at 10 µM (by protocol);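 active = percentage of spot-positive cells more than 3 SD above its plate mean, without a fluorescence outlier flag or 80% toxicity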;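 note: spot-positive cell cutoff set from DMSO-treated cells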
human PMI inhibition: inhibitors of human PMI, primary screen, biochemical, fluorescence intensity, coupled assay (AID 1209); Mannose-6-phosphate isomerase (Homo sapiens); purified PMI enzyme, coupled fluorescence intensity; higher % means a stronger effect; inhibition, % at 20 µM; hits with a dose series show IC50 in µM; 0.42% of 190,000 active;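 note: plate controls were DMSO vehicle for no effect and wells lacking substrate for full effect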
Ins promoter up: insulin promoter activators in MIN6 cells, imaging, high-content screening, mouse beta cells | 0.3% of 190,000 active | MIN6 insulin promoter-GFP reporter; stronger effect = higher value | AID 1625, 2009 | z-score at 5 µM;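 active = z-score above 3 at 5 µM with at least 500 cells counted in the well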
Hep lipid drop: inhibitors of hepatocyte lipid droplet formation, primary screen, imaging, high-throughput imaging, BODIPY stain. AML12 mouse hepatocytes, oleate lipid droplets. AID 1656, 2009. inhibition, % at 6.5 µM. 0.4% of 240,000 active;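 active = lipid droplet intensity inhibited by at least 50%, with more than 500 cells counted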
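Technique: fluorescence imaging, 20x objective, two fields per well / Assay system: AML12 hepatocytes (mouse) / Measure: % inhibition of lipid droplet signal / Doses: 6.5 µM single-point dosing / Incubation: overnight exposure / Reagent: 100 µM oleic acid challenge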
Ins promoter up cell count: second read-out of Ins promoter up, no call of its own (marks repeat the call); cell count; measured here: cytotoxicity, nuclei count;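 total cells summed across four imaged fields per well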
Hep lipid drop cells 6.5 µM: further read-out of Hep lipid drop, marked with its call; cell count; measured here: cell count, cytotoxicity flag;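 cells counted across two imaged fields per well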
b-catenin transl cell count 5 µM: second read-out of b-catenin transl, no call of its own (marks repeat the call); cell count; measured here: cell count, cytotoxicity flag
T cell HTS vesicle-bound %: second read-out of T cell HTS, no call of its own (marks repeat the call); double positive events, %; measured here: CD8+ vesicle-bound cell fraction;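 binding gate set so that unloaded-vesicle control wells show 10% double positive cells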
MT stabilizer Hoechst-high %: also measured in MT stabilizer; calls as there; % Hoechst-high responders; measured here: nuclear condensation Hoechst responders;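 share of cells brighter than vehicle mean plus two SD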
MT stabilizer cytotoxicity %: recorded beside MT stabilizer, whose call it bears; toxicity, %; measured here: cytotoxicity by cell density;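 0% = mean cell density of plate MIN control wells and 100% = no cells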
Autophagy mod cell loss 18 h: further read-out of Autophagy mod, marked with its call; toxicity, %; measured here: cell loss, nuclei count;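 cell loss after 18 h compound exposure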
* = called active by the depositor; i = inactive; . = not tested or not shown. Cut-off read from the data, not from the text of the source, unless noted: active = inhibition above about 50%; inactive = the rest. Random draw from the library. About 2.9% of those tested had a hit in this group.

No.	Molecule	MT stabilizer	MT stabilizer Hoechst-high %	MT stabilizer cytotoxicity %	human PMI inhibitors	TNAP activation fold	b-catenin transl	b-catenin transl cell count 5 µM	T cell HTS	T cell HTS vesicle-bound %	Autophagy mod	Autophagy mod cell loss 18 h	human PMI inhibition	Ins promoter up	Ins promoter up cell count	Hep lipid drop	Hep lipid drop cells 6.5 µM
1	CC(Sc1nnc(NC(=O)c2cc3ccccc3oc2=O)s1)c1ccccc1 (stereo not given)	1.7	3.0	5.4	-4.6%	1.1	0.8	1138	i	37.8	i	1.1	0.1%	-1.57	1442	2.7	615
2	CCOC(=O)C1CCN(c2nc(-c3ccc(C)cc3)nc3ccccc23)CC1	3.0	1.9	1.2	6.5%	1	.	.	i	47.4	i	10.0	6.5%	-0.46	1198	4.6	711
3	Nn1c(SCc2cc([N+](=O)[O-])cc3c2OCOC3)nnc1-c1ccccn1	.	.	.	.	.	-1.4	1314	i	27.6	.	.	.	0.38	1318	10.1	703
4	Cc1ccc(NC(=O)CN(C)Cc2nc3ccccc3c(=O)[nH]2)c(Br)c1	1.5	1.0	0.2	-0.4%	1.1	-1.9	1133	i	11.6	i	1.8	6.1%	0.09	932	-4.7	702
5	O=C(NCC(c1cccs1)N1CCOCC1)c1ccccc1NS(=O)(=O)c1ccc(Cl)c([N+](=O)[O-])c1 (stereo not given)	5.9	3.0	1.3	-28.7%	1.1	0.3	1048	i	63.0	i	-7.3	-8.2%	0.06	1286	-25.0	528
6	C=CCC1(CC=C)CCCN1C(=O)CC1C(=O)NCCN1Cc1cccc(OC)c1OC (stereo not given)	2.7	1.5	2.4	2.6%	1.1	5.5	1018	i	5.9	i	-3.4	1.8%	-1.2	1440	-5.9	695
7	Cc1ccc(Nc2ccc(C(N)=O)cc2[N+](=O)[O-])cc1C	2.7	3.7	8.1	-7.9%	0.9	0.1	900	i	56.1	i	-8.6	6.8%	.	.	-0.1	646
8	C=C1CC(C(=O)N/N=C/c2ccc(O)cc2)C1	6.5	1.9	8.3	0.9%	1.1	.	.	i	37.0	i	12.4	-3.9%	0.16	1336	.	.
9	O=C(O)c1ccc(Cl)c2c1C1C=CCC1C(c1ccccn1)N2 (stereo not given)	2.7	2.7	2.8	-76.7%	1	.	.	i	39.9	i	7.1	-55.2%	0.71	985	.	.
10	Cn1c(SCC(N)=O)nnc1-c1ccccc1	4.4	2.5	7.1	-2.3%	1	-1.6	1223	i	35.0	i	-7.7	3.2%	-0.54	1229	-2.4	747
11	O=[N+]([O-])c1ccccc1/C=N/NC1=NCCCCC1	3.4	2.4	5.7	-16.6%	1	0.6	1056	i	44.2	i	10.9	-19.5%	1.78	1235	-18.2	612
12	O=S(=O)(CC12C3C4C5C1C2C(Br)(C43)C51OCCO1)c1ccccc1 (stereo not given)	2.1	2.9	1.5	3.4%	1	-1.5	978	i	38.8	i	3.4	9.2%	-0.13	1365	29.4	630
13	CCc1cccc(NS(=O)(=O)c2c(C)n[nH]c2C)c1	2.5	1.9	2.0	4.5%	0.9	-4.1	1223	i	16.8	i	-3.6	4.6%	-0.43	1131	6.1	698
14	Cc1[nH]c2ccccc2c1N=Nc1c(C)n(C)n(-c2ccccc2)c1=O	2.2	4.7	6.8	0.2%	1	-1.4	1079	i	2.6	i	7.7	-6.7%	0.04	1279	17.4	698
15	CCn1c(C(O)c2ccccc2)nc2ccccc21 (stereo not given)	5.1	2.2	4.9	4.9%	0.9	-1.3	1111	i	14.2	i	5.8	-0.4%	0.93	1084	.	.
16	CCCC(=O)Nc1ccc(Br)cn1	1.8	1.2	9.0	-6.2%	1	.	.	i	26.1	i	-14.3	-12.8%	0.57	837	4.8	826
17	CCOc1cccc(OCCOc2ccc(C(=O)c3ccccc3)cc2)c1	2.3	3.1	3.9	10.2%	1.1	0.0	973	i	39.7	i	-4.3	7.4%	-0.33	1330	0.3	622
18	CCOc1cc(N2CCOCC2)c(OCC)cc1NC(=O)CN1C(=O)NC2(CCCCCCC2)C1=O	3.2	2.2	2.7	25.9%	1.1	0.1	1081	i	22.3	i	0.3	10.6%	-0.49	1202	11.2	669
19	O=C(NCc1cccnc1)C(=O)Nc1nc(-c2ccccc2)cs1	.	.	.	.	.	0.5	1334	i	56.6	.	.	.	-0.24	1024	-3.5	655
20	Cc1ccc(NC(=O)Cn2cccc2)c(C)c1	2.7	2.1	4.0	0.7%	1.1	0.8	990	i	21.3	i	1.5	3.7%	1.4	871	-2.4	873
21	C/C(=N\S(=O)(=O)c1ccc(C)cc1)N(C)C	.	.	.	.	.	-1.5	1161	i	57.0	.	.	.	-0.39	1453	-2.0	703
22	COc1ccc(C(=O)N=S2CCN(C(=O)c3ccc(Cl)cc3)CC2)cc1	.	.	.	.	.	-0.7	1110	i	43.0	.	.	.	0.2	1403	-4.7	721
23	NS(=O)(=O)c1ccc(N/N=C/c2ccc(C(=O)O)cc2)c([N+](=O)[O-])c1	.	.	.	.	.	0.8	1323	i	19.1	.	.	.	-1.21	967	24.3	761
24	COC(=O)C1=NNC2(c3ccc(C)cc3)C(=O)N(c3ccc(C)cc3)C(=O)C12 (stereo not given)	2.4	1.7	7.5	15.5%	1.1	-3.0	1030	i	32.3	i	0.0	13.8%	0.16	1570	20.8	672
25	CCCOc1ccc(CC(CC(=O)O)(C(=O)O)C(=O)O)cc1	1.7	1.3	0.9	-10.4%	1.1	-2.0	776	i	5.3	i	7.2	-4.4%	-0.34	871	.	.
26	O=C(CNC(=O)c1cccs1)NCCN1CCN(c2ccccc2F)CC1	4.5	2.2	11.0	13.0%	1.1	0.3	950	i	58.1	i	-9.8	16.5%	-0.41	918	0.6	702
27	COc1ccc(N2C(=O)c3cccc4cccc(c34)C2=O)nn1	3.1	1.8	6.7	4.2%	1.1	-0.9	1006	i	31.9	i	-4.7	9.3%	-0.3	1203	-1.5	752
28	CN(Cc1ccccc1)C(=O)c1ccc2c(c1)OCCO2	4.6	1.4	1.6	-5.9%	1.1	-0.7	1129	i	43.6	i	0.6	-11.6%	1.25	1414	.	.
29	O=C(O)/C=C/C(=O)NNC(=O)c1cccc(Br)c1	4.3	2.3	5.1	-5.9%	1	-3.5	1051	i	43.6	i	6.0	5.4%	0.22	1601	-1.7	595
30	O=C1CC(c2ccc(O)c(O)c2)Oc2c1ccc(O)c2O (stereo not given)	.	.	.	.	.	-0.5	1291	i	40.4	.	.	.	0.7	1046	2.5	678
31	C/C(N)=C(/C#N)C(=O)COC(=O)Cc1coc2cc(C)ccc12	1.0	1.1	8.7	2.4%	1.1	-1.3	1077	i	37.3	i	-0.9	5.6%	0.27	1052	4.4	697
32	CC(C)CC(C(=O)O)N(Cc1ccccc1)Cc1ccccc1 (stereo not given)	3.9	2.0	3.4	-11.8%	1	4.3	465	i	34.3	i	-8.9	-16.1%	.	.	21.6	751
33	COc1ccc(C(OC(=O)c2cccs2)C(=O)NCC2CCCO2)cc1 (stereo not given)	1.5	2.1	8.7	16.3%	1	1.0	1053	i	25.4	i	-3.9	13.6%	0.11	1748	-0.3	558
34	CC(C1CCN(Cc2nc(C3CC3)no2)CC1)N1CCOCC1 (stereo not given)	1.9	2.1	6.1	2.1%	1	0.6	1520	i	40.8	i	-1.4	8.8%	0.25	1381	35.3	708
35	O=C(c1ccc2ccccc2c1)N1CCN(c2ccccc2)CC1	2.7	2.7	7.9	5.3%	1.1	-0.1	1167	i	28.6	i	-7.7	16.2%	-0.34	1275	8.0	731
36	O=C(O)c1cc(S(=O)(=O)N2CCCC2)ccc1Br	3.5	2.6	9.7	5.0%	1.2	-4.9	1002	i	51.0	i	12.5	0.3%	0.44	1241	.	.
